High-throughput results (PubChem)
rTrxR1 inhibitor – rat TrxR1 inhibition; AID 588453; O89049; recombinant rTrxR1, NADPH fluorescence consumption, selenite substrate; Potency, µM (top dose mostly 114 µM), for the others: top-dose activity change, negative = inhibition, hits mostly inhibitors; actives 1% (n = 390,000); note: potency is the fitted concentration of half-maximal effect; % is set by controls: 0 for no effect and ±100 for the full control effect; nearly all actives have a fitted effect of over 65% in size
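Rat TrxR1 (90 nM in the dispensed reagent) was pre-reduced with 400 uM NADPH for 5 min at room temperature, then incubated with compound for 15 min. After 400 uM selenite was added, NADPH fluorescence (Ex 340/Em 450 nm) was followed for 8 min.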
TrxR1 substrate – substrates of rat thioredoxin reductase 1; O89049; purified TrxR1 substrate turnover, NADPH consumption readout; Potency, µM (titrated, usually from 114 µM), without a hit: at the highest dose activity change, negative = substrate turnover; actives 0.01% (n = 390,000); AID 588456; note: potency is the fitted concentration of half-maximal effect; % is set by controls: 0 for no effect and ±100 for the full control effect; nearly all actives have a fitted effect of over 50% in size
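Rat TrxR1, dispensed at 90 nM, was prereduced with 400 uM NADPH (final) for 5 min at ~22 deg C, then incubated with compound 15 min before 400 uM selenite. A first-read NADPH fluorescence drop versus no-compound background flagged substrates.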
Pin1 inh – human Pin1 inhibition; AID 504891; Q13526; actives 0.009% (n = 390,000); Pin1 FP peptide displacement, HiFluor488, 10 min; Potency, µM (top dose mostly 115 µM), for the others: at the top dose activity, negative = inhibition, most hits filed as inhibitors; active = well fitted inhibition curve with a large enough effect in the polarisation, with a control signal flat, not every such curve was filed as active; inconclusive = small, poorly fitted or top-dose-only effect, or effect the other way, or a change in a side signal; inactive = no such curve, though single readings can be large or run the other way; the % refers to the polarisation; note: potency is the fitted concentration of half-maximal effect; % is set by controls: 0 for no effect and ±100 for the full control effect
Target sequence (Q13526 whole entry, looked up): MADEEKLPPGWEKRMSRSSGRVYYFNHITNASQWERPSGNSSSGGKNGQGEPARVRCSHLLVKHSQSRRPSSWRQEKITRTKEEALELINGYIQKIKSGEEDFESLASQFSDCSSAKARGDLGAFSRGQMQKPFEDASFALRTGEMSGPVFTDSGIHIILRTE
GLS inhibitor – glutaminase GLS (human) inhibition; O94925; GLS enzymatic activity, qHTS titration; Potency, µM (titrated, usually from 45.5 µM), for inactives: top-dose activity change, negative = inhibition, most hits filed as inhibitors; actives 0.21% (n = 410,000); AID 624170; note: potency is the fitted concentration of half-maximal effect; % is set by controls: 0 for no effect and ±100 for the full control effect
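Compounds were pin-transferred onto hKGA, after which L-glutamine (1 mM solution) and a detection mix of glutamate oxidase, HRP and Amplex Red were added. Initial and 30 min RT fluorescence reads were collected.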
mIDH1 inhibitor – blocks human mutant IDH1 R132H enzyme. IDH1-R132H enzyme, NADPH consumption, diaphorase/resazurin fluorescence. O75874. Potency, µM (titrated, usually from 76.6 µM), for the others: at the highest dose activity change, negative = inhibition, most hits filed as inhibitors. actives 0.093% (n = 390,000); note: potency is the fitted concentration of half-maximal effect; % is set by controls: 0 for no effect and ±100 for the full control effect; nearly all actives have a fitted effect of over 65% in size
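IDH1-R132H (0.5 ug/mL dispensed) in pH 7.5 Tris buffer was preincubated 30 min with compound, then given a substrate mix of 0.016 mM NADPH and 2 mM alpha-KG for 80 min at room temperature; remaining NADPH was read by diaphorase/resazurin fluorescence.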
PI4K2A block – blocks human PI4K2A kinase activity; actives 0.13% (n = 420,000); purified PI4K2A, ADP-Glo luminescence, 1 h; hits give low values; activity change, negative = inhibition, % at 76.9 µM; in the data active = activity change below about -50%; inconclusive = mostly about -30% to -49%;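 note: -100% = wells without enzyme as full effect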
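PI4K2A activity was measured by ADP-Glo luminescence: enzyme (4 ug/mL stock) and phosphatidylinositol (1.2 mM stock) in Tris pH 7.5/MgCl2/EGTA/Triton X-100 buffer were reacted with ATP (300 microM stock) for one hour at ambient temperature.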
Tb PGK inh – T. brucei PGK inhibition; P07378; PGK/GAPDH coupled, Kinase-Glo luminescence, 60 min; Potency, µM (highest dose often 57.5 µM), without a hit: at the highest dose activity change, negative = inhibition, usual class: inhibitors; actives 0.043% (n = 380,000); note: potency is the fitted concentration of half-maximal effect; % is set by controls: 0 for no effect and ±100 for the full control effect; nearly all actives have a fitted effect of over 60% in size
Target sequence (P07378 whole entry, looked up): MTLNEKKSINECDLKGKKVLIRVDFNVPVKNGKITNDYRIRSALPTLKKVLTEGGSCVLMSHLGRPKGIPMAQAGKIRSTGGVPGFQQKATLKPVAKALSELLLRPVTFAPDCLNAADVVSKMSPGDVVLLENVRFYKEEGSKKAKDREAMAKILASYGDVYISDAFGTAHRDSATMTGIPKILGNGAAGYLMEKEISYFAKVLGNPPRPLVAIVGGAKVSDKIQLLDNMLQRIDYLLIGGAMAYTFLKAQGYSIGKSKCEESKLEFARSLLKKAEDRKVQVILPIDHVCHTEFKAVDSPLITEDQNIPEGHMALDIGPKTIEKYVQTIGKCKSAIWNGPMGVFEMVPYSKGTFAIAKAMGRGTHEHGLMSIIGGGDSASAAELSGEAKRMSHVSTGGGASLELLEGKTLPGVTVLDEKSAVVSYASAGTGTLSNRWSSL
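Recombinant glycosomal PGK reaction used 1,3-bisphosphoglycerate generated in-well by GAPDH (100nM final) in 100mM TEA pH 7.6, 5mM MgCl2, 0.01% Tween-20. After 60 minutes at room temperature, ATP was read by Kinase-Glo Plus luminescence end-point.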
USP1-UAF1 inh – inhibitors of human USP1/UAF1 deubiquitinase. actives 0.23% (n = 390,000). recombinant USP1/UAF1, Ub-Rhodamine cleavage fluorescence. O94782. Potency, µM (doses to about 57.1 µM), without a hit: at the highest dose activity change, negative = inhibition, usual class: inhibitors. AID 743255; note: potency is the fitted concentration of half-maximal effect; % is set by controls: 0 for no effect and ±100 for the full control effect; nearly all actives have a fitted effect of over 60% in size; inactives centre near -12
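USP1/UAF1 complex (1 nM) preincubated 15 min at room temperature with compound, then Ub-Rho substrate (150 nM final) added. Kinetic fluorescence at 480/540 nm over 6 reads at 60 s intervals; 50 mM HEPES pH 7.8, 0.5 mM EDTA, 0.1 mg/ml BSA, 1 mM TCEP, 0.01% Tween-20.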
HP1b binding inh – blocks HP1-beta chromodomain binding to methylated histone tails; P83916; AlphaScreen HP1-beta / biotin-H3K9me3 peptide binding; Potency, µM (series often up to 114 µM), for the others: top-dose activity change, negative = inhibition, most hits filed as inhibitors; actives 0.56% (n = 390,000); AID 540317; note: potency is the fitted concentration of half-maximal effect; nearly all actives have a fitted effect of over 70% in size; inactives centre near 23
Target sequence (P83916 whole entry, looked up): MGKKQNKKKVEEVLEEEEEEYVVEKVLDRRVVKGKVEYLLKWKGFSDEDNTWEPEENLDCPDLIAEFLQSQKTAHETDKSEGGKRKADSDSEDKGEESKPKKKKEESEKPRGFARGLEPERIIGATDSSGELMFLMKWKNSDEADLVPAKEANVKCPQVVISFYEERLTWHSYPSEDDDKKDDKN
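HP1-beta protein (50 nM final) preincubated 30 min at room temperature with biotinylated H3(1-18)K9me3 peptide (50 nM) in PBS pH 7.4, 0.01% Tween-20, then compound added for 30 min. AlphaScreen streptavidin donor/nickel chelate acceptor beads (10 ug/mL final), 30 min dark, luminescence read.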
Active calls of the source: *; i = inactive; ? = inconclusive; [ ] = dose if it differs, or a comment. Unless noted, calls come from the whole dose curve; as a rule, active = well fitted curve in the direction sought with a large enough effect; inconclusive = small, poorly fitted or top-dose-only effect, or another doubt; inactive = no such curve, though single readings can be large; an effect the other way counts as inactive or inconclusive.

SMILES	rTrxR1 inhibitor	TrxR1 substrate	Pin1 inh	GLS inhibitor	mIDH1 inhibitor	PI4K2A block	Tb PGK inh	USP1-UAF1 inh	HP1b binding inh
Cc1ccsc1/C=N/n1cnc2sc(C)c(C)c2c1=O	-1%[57.1 µM]	4%[57.1 µM]	8%	0%	11%	3	-5%	-1%	12%
CC(C)CC(=O)NC(=S)Nc1ccccc1F	?	-10%	-7%	12%	13%	-2	i	-5%	20%
O=C1CC(C(=O)Nc2ccc(C(=O)N3CCOCC3)cc2)C2(CCCCC2)O1 (centres undefined)	23%[57.1 µM]	10%[57.1 µM]	1%	0%	1%	0	-4%	3%	32%
C[C@H](CO)N1C[C@H](C)[C@@H](CN(C)S(=O)(=O)c2ccccc2)Oc2ccc(NC(=O)C3CC3)cc2C1=O	17%	7%	-10%	-2%	18%	-1	-7%	-12%	22%
CCOC(=O)c1ccc(NCc2nc3ccccc3[nH]2)cc1	10%[57.1 µM]	-2%[57.1 µM]	1%	-1%	-4%	1	-3%	-18%	42%[activator]
CC1=C/C(=N\NC(=O)c2ccccc2)CC1	3%[57.1 µM]	-5%[57.1 µM]	-8%	9%	12%	3	7%	6%	22%
C=C(C)CSc1nc2ncccc2[nH]1	5%[57.1 µM]	-7%[57.1 µM]	-1%	-1%	11%	0	-1%	-18%	24%
Cc1ccc([N+](=O)[O-])cc1N(CC(=O)Nc1ccc(S(=O)(=O)Nc2cccc(C(F)(F)F)c2)cc1)S(C)(=O)=O	2%	-16%	4%	8%	1%	1	-5%	-5%	-8%
Cc1cccc(-n2ncc3c(N4CCC(C)CC4)ncnc32)c1	13%	5%	0%	-2%	15%	-10	-10%	-25%	96%[activator]
CN(C(=O)CSc1nnc(-c2cccs2)o1)C1CCS(=O)(=O)C1 (centres undefined)	14%	7%	-2%	6%	-5%	6	6%	-9%	38%
COc1ccc2c(CC(=O)N[C@@H](Cc3ccccc3)C(=O)O)cc(=O)oc2c1C	28%	329%[activator]	3%	-9%	13%	-2	i	-19%	49%[activator]
COCCn1c(-c2ccccc2)nc2oc3ccccc3c(=O)c2c1=O	-7%[57.1 µM]	4%[57.1 µM]	-7%	-3%	2%	-10	-2%	-20%	34%[activator]
Cc1ccc(C(=O)Nc2ccc(-c3cn4cccnc4n3)cc2)cc1C	-8%	33%[activator]	4%	-3%	4%	6	-5%	-28%	42%[activator]
CC(C)OCCCNC(=O)c1cn(C)c2ccc(S(=O)(=O)N3CCCC3)cc2c1=O	22%	1%	-8%	-1%	5%	-3	0%	-25%	45%[activator]
O=C(CSc1ccc2nnc(-c3cccnc3)n2n1)c1ccccc1	17%[57.1 µM]	2%[57.1 µM]	6%	0%	16%	-3	-7%	-8%	20%
Cc1c(C(=O)NCc2ccccc2)sc2nc3n(c(=O)c12)CCC3	0%	-7%	-1%	-2%	2%	-6	-4%	-6%	-6%
Nc1cc(N)nc(SCC(=O)Nc2ccc3c(c2)OCCCO3)n1	12%	-2%	0%	6%	-6%	6	-3%	3%	11%
CCOc1ccc2nc(NC(=O)c3ccccn3)sc2c1	7%	2%	4%	2%	5%	?	-13%	-16%	43%[activator]
Cc1cc(C)c(C)c(S(=O)(=O)NCc2ccc(C(=O)N3CCCCC3)cc2)c1C	2%	11%[57.1 µM]	-4%	-8%	8%	-3	-3%	-12%	-16%
COC(=O)C1=C(N)OC2=C(C(=O)CCC2)C1c1ccc2c(c1)OCO2 (centres undefined)	11%	1%	-2%	3%	6%	-2	-9%	-23%	24%

Compound profiles (already shown). Values in the order: rTrxR1 inhibitor, TrxR1 substrate, Pin1 inh, GLS inhibitor, mIDH1 inhibitor, PI4K2A block, Tb PGK inh, USP1-UAF1 inh, HP1b binding inh
COC(=O)C1=C(N)OC2=C(C(=O)CCC2)C1c1ccc2c(c1)OCO2 (centres undefined) as listed: 11%, 1%, -2%, 3%, 6%, -2, -9%, -23%, 24%
COc1ccc2c(CC(=O)N[C@@H](Cc3ccccc3)C(=O)O)cc(=O)oc2c1C as listed: 28%, 329%[activator], 3%, -9%, 13%, -2, i, -19%, 49%[activator]

(cont.)
SMILES	rTrxR1 inhibitor	TrxR1 substrate	Pin1 inh	GLS inhibitor	mIDH1 inhibitor	PI4K2A block	Tb PGK inh	USP1-UAF1 inh	HP1b binding inh
COc1ccc(Cl)cc1NC(=S)Nc1ccccc1C	11%[57.1 µM]	2%	-3%	-12%	5%	5	i	-10%	-2%
Cc1cccc(C(=O)N2CCN(Cc3nc4sc5c(c4c(=O)[nH]3)CCCC5)CC2)c1	9%	-4%	0%	-2%	-12%	-4	i	-5%	19%
CSc1cccc(NC(=O)CN(C)S(=O)(=O)c2ccccc2)c1	18%	1%	2%	13%	1%	0	2%	-4%	28%
CCCCCn1c(=O)c(F)cn(Cc2ccc(OC)c([N+](=O)[O-])c2)c1=O	7%	-6%	4%	-5%	9%	0	i	-23%	10%
O=C1C2C3C=CC(C4CC34)C2C(=O)N1/N=C/c1ccc(-c2ccc([N+](=O)[O-])cc2)o1 (centres undefined)	8%[57.1 µM]	9%[57.1 µM]	7%	-3%	9%	-5	5%	-1%	27%
O=[N+]([O-])c1ccc(/C=N/NC(=S)Nc2ccccc2)o1	18µM*	-14%	4%	18%	8%	-6	-2%	-7%	-45%
COc1cccc(OCc2cc(C(=O)N(C)Cc3nccn3C)no2)c1	17%	-2%	-4%	1%	-6%	2	i	-11%	13%[57 µM]
Cc1cccc(C)c1OC(=O)CSc1nnc(-c2ccccc2O)o1	-20%[57.1 µM]	23%	3%	5%	5%	3	-9%	-3%	25%
CCc1noc(C)c1C(=O)N1CC(C)OC(C)C1 (centres undefined)	42%	23%	3%	-4%	7%	3	-2%	-8%	38%
Cc1ccc(-n2nc3c(N4CCC(C(=O)N5CCCCC5)CC4)nnc(C)c3c2C)cc1	-10%	-2%	58%[activator]	-1%	0%	1	13%	-13%	17%
O=C(CCC(=O)N1CCOc2ccccc21)NCc1ccccn1	3%[57.1 µM]	2%[57.1 µM]	-5%	6%	-6%	6	i	-4%	28%
O=C(Cn1c(C(F)(F)F)nc2ccccc21)N=Nc1c(O)[nH]c2ccc(Br)cc12	13%	1%	0%	0%	6%	-1	-9%	-19%	29%
CC(C)N(C(=O)[C@H]1C[C@H](CC(=O)NC(C)(C)C)C(=O)N2CCc3c([nH]c4cc(CCC(=O)N(C)C)ccc34)[C@]12C)C(C)C	4%	-3%	0%	14%	-1%[38.3 µM]	-6	2%	-14%	20%
Cc1ccc(CNc2ncnc3c2cnn3C2CCCCO2)cc1 (centres undefined)	6%[57.1 µM]	-5%[2.29 µM]	1%	-2%	6%	1	1%	?	13%[57 µM]
C[C@@]12C(=O)N(CC3CCCO3)CC(=O)N1[C@H]1c3cc(Cl)ccc3OC[C@@H]1[C@@H]2c1ccccc1 (some centres undefined)	0%[57.1 µM]	5%[57.1 µM]	-4%	-3%	-11%	1	0%	1%	29%
Cc1cc(-n2c(C)nc3ccccc3c2=O)ccc1NC(=O)c1cccc([N+](=O)[O-])c1C	19%[57.1 µM]	4%[57.1 µM]	-11%	-14%	6%	5	-9%	-29%	40%[activator]
COc1ccc(NC(=O)C2CCCCN2S(=O)(=O)c2ccccc2)cc1S(=O)(=O)N1CCOCC1 (centres undefined)	10%	-2%	2%	1%	-13%	3	5%	-20%	31%
Cc1ccc2oc(=O)c3cc(C(=O)NCCc4ccc(Cl)cc4)sc3c2c1	26%	5%	-4%	-3%	-9%	-3	8%	-30%	40%[activator]
O=C(CCN1C(=O)c2ccccc2C1=O)Nc1nc2ccccc2s1	10%[57.1 µM]	-4%[57.1 µM]	5%	-1%	7%	-3	i	-8%	22%
CCOC(=O)CNC(=O)CSc1nnc(SCC(=O)NCC(=O)OCC)s1	12%	8%	16%	5%	2%	5	6%	-9%	27%
O=C(NCCCCNCCCNC(=O)c1ccccc1)c1ccccc1	16%	7%	-2%	6%	-5%	-3	0%	3%	19%
O=C(Nc1ccccn1)C12CC3CC(C1)CC(C(=O)Nc1ccccn1)(C3)C2	1%	45%[activator]	-2%	0%	2%	-5	2%	-20%	54%[activator]
COc1ccc(C(=O)NC2CCN(C(=S)Nc3ccccc3C)CC2)cc1	12%	0%	3%	-2%	0%	-1	-5%	-21%	30%
CC(C)(C)OC(=O)N1CCC(CC2CC(c3ccncc3)=NO2)(C(=O)O)CC1 (centres undefined)	14%[57.1 µM]	3%[57.1 µM]	-13%	-2%	-4%	-2	-5%	-22%	42%[activator]
C=CCN(c1ccccc1)S(=O)(=O)c1cccc(C(=O)NC2CCN(Cc3ccccc3)CC2)c1	5%	4%	1%	1%	3%	5	9%	-5%	9%
CC1CCc2sc(C(=O)NCc3ccc(F)cc3)cc2C1 (centres undefined)	-1%	-5%	-3%	1%	0%	-9	-10%	-17%	47%[activator]
Cc1ccc(Nc2c([N+](=O)[O-])c(=O)n(C)c3ccccc23)cc1	4%[57.1 µM]	0%[57.1 µM]	-1%	1%	2%	0	-3%	5%	6%
O=C(CCNC(=O)c1ccco1)Nc1ccc(OC(F)F)c(Cl)c1	9%	1%	5%	-3%	-8%	-6	i	-13%	-28%

An excerpt, so the mix of outcomes need not match the whole.
